Compound activity (PubChem BioAssay)
HCV core dimer: blocks dimerization of HCV core protein; TR-FRET GST/Flag-core106 dimerization, 1536-well; inhibition, % at 5 µM; 300,000 tested, 0.33% active;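 active means inhibition above the mean of all tested compounds plus 3 SD, set per screening campaign, cut at about 45% in these data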
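Assay system: Tagged HCV core106 pair (GST and Flag) | Buffer or medium: KF-containing HEPES buffer, pH 7.45, DTT, CHAPS, BSA | Also added: Eu donor and XL665 acceptor anti-tag antibodies | Dosing: One concentration, 5 µM, in 0.5% DMSO | Timing: 4 h at 22.5 °C | Technique: TR-FRET 671 and 617 nm emission | Repeats: Singlicate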
PP5 primary: inhibitors of human protein phosphatase 5 (PP5); AID 1987; 320,000 tested, 0.18% active; inhibition, % at 6.7 µM; P53041; purified PP5c, OMFP substrate fluorescence;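 active means inhibition above the campaign's mean inhibition across all tested compounds plus 3 SD, cut at about 9.5% in these data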;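 further: 0% = DMSO only and 100% = 100 µM cantharidin control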
Target sequence (P53041 whole entry, looked up): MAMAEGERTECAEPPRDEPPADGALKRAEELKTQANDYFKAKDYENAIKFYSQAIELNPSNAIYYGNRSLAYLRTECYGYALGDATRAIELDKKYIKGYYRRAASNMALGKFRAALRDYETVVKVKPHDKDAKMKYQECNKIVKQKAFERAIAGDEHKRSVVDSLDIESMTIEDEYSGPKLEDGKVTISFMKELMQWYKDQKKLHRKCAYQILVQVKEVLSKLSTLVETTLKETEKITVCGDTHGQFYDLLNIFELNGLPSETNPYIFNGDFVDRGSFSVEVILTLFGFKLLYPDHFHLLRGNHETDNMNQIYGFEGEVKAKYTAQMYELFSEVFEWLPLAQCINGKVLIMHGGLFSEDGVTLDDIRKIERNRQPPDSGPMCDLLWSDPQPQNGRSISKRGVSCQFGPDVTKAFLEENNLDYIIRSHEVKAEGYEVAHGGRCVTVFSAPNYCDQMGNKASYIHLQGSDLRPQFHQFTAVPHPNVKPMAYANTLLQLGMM
Efflux pump mplx: blocks antifungal efflux pumps in multiplex yeast assay; S. cerevisiae Candida pump triplex, Nile Red efflux; inhibition, % at 10 µM; 330,000 tested, 0.44% active; AID 485275;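 active means plate passing quality check with inhibition over a set limit, or well fluorescence over plate mean plus 4 SD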;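 further: Nile Red retained in pooled yeast measured as flow cytometry median fluorescence; 0% = buffer negative control and 100% = Enniatin B positive control; higher means more Nile Red kept so more efflux inhibition; some compounds called inactive have numbers as strong as hits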
LYPLA2 counter: counter-screen for PME1 inhibitors: inhibitors of human LYPLA2; O95372; recombinant LYPLA2, FP-Rh probe fluorescence polarization; inhibition, % at 5.9 µM; 320,000 tested, 0.38% active; AID 2177;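 active means inhibition above the screen-wide mean plus 3 SD, limit set per campaign, cut at about 26% in these data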;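 further: 0% = LYPLA2 with DMSO and 100% = wells lacking LYPLA2 enzyme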
JMJD2C inh: human JMJD2C demethylase inhibition; Q9H3R0; GST-JMJD2C(1-420) H3K9me3 demethylation, DELFIA europium; inhibition, % at 2.35 µM; 330,000 tested, 0.069% active; AID 2099;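 active means more than half of a compound's replicate wells show inhibition beyond 50%, single wells judged on their own value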;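 further: signal counts dimethyl H3K9 product captured on neutravidin plate; 0% = median of DMSO wells and 100% = 0.3 times that DMSO median; strong numbers were not always called active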
Fh CTSL1 inh: counter-screen for PFM18AAP inhibitors: inhibitors of F. hepatica cathepsin L1; inhibition, % at 5.96 µM; 300,000 tested, 0.49% active; recombinant F. hepatica cathepsin L1, Z-Leu-Arg-MCA fluorescence;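 active means inhibition above the mean of all tested compounds plus 3 SD, set per screening campaign, cut at about 17% in these data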;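 further: 0% = plate median of test compound wells and 100% = 1 µM Z-Phe-Ala-diazomethylketone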
PREPL inh: human PREPL enzyme inhibition. Q4J6C6. inhibition, % at 5.96 µM. 320,000 tested, 0.68% active. AID 2751. recombinant PREPL, fluorescence polarization activity-based probe; in the data active means inhibition above about 43%;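 further: 0% = enzyme with DMSO and 100% = wells lacking enzyme; many of its hits are not listed in these tables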
PP1 inh: PP1-alpha (human) inhibition in PP5 counter-screen. P62136. purified PP1alpha, OMFP fluorescence. inhibition, % at 6.7 µM. 320,000 tested, 0.9% active;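 active means inhibition above the mean inhibition of all tested compounds plus 3 SD, computed separately for each screening campaign, cut at about 15% in these data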
Target sequence (P62136 whole entry, looked up): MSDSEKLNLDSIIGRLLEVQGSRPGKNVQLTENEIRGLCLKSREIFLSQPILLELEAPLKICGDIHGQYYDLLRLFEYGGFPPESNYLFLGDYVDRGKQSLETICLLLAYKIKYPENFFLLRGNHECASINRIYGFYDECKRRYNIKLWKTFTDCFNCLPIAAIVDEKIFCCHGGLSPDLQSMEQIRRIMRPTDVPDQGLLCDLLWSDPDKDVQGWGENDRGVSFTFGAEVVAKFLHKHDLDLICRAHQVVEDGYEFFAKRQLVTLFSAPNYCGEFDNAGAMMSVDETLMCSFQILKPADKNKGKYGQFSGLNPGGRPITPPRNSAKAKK
TPT1 inhibitor: blocks Candida albicans tRNA 2'-phosphotransferase. recombinant caTPT1, FP RNA substrate dephosphorylation. inhibition, % at 5 µM. 300,000 tested, 0.81% active. AID 1962;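 active means inhibition above the mean of all tested compounds plus 3 SD, set per screening campaign, cut at about 24% in these data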;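 further: plate controls were DMSO alone for no effect and ferristatin control at 100 nM for full effect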
Starred values were filed as active, the others as inactive.

SMILES | HCV core dimer | PP5 primary | Efflux pump mplx | LYPLA2 counter | JMJD2C inh | Fh CTSL1 inh | PREPL inh | PP1 inh | TPT1 inhibitor
O/N=C1\CCc2cc(Cl)ccc21 | -2 | -0.6 | 0.0 | 7 | 1 | -5 | -8 | 2 | 1
CC(=O)c1sc(N/N=C/c2cccc(O)c2)nc1C | -23 | 1.8 | -0.1 | -2 | 11 | 2 | 6 | 0 | 14
Cc1ccc(CN(C)C2CCN(C)CC2)cc1 | -9 | -5.5 | 0.1 | -1 | 10 | -4 | -1 | 3 | 1
CCOc1cccc(C(=O)NNC(=O)CCC(=O)O)c1 | 4 | 0.2 | -0.2 | 3 | -3 | -5 | 1 | 1 | 1
O=C(NCc1ccccc1)c1cnsn1 | -7 | 4.1 | -0.2 | 7 | -4 | -1 | 4 | 2 | -1
COc1cc(/C=N/N=C/c2cc(OC)c(O)c(OC)c2)cc(OC)c1O | -22 | 3.0 | 0.0 | 5 | -1 | 2 | 1 | 6 | 7
Cc1c(-c2cc(Br)ccc2O)nc2cc3c(cc2c1C)OCO3 | 7 | 0.3 | 1.4 | -8 | 18 | 0 | -1 | 2 | -3
CCOC(=O)c1nn(-c2ccccc2)c(=O)cc1OCC(=O)Nc1ccccc1OCC | 5 | -1.1 | 0.0 | 3 | 1 | 1 | -3 | -3 | -2
CC(NCC(O)COc1ccccc1)C1COc2ccccc2O1 (configuration not stated) | 2 | 0.6 | 0.0 | 3 | -2 | -1 | -6 | -1 | 0
COc1ccc(NC(=S)NCCCN2CCCC2=O)c(OC)c1 | 1 | 1.1 | 0.2 | -1 | 6 | -2 | -6 | -3 | 1
CCCCC(=O)Nc1ccc(C(=O)NN2C(=O)c3ccccc3C2=O)cc1 | 5 | -0.1 | -0.1 | 18 | 4 | -4 | 11 | -3 | -1
CCC(=O)N1CCc2cc(Br)cc(S(=O)(=O)N3CCN(C(=O)c4ccco4)CC3)c21 | 6 | 1.7 | 0.0 | 5 | 4 | 0 | 4 | -4 | -3
Cc1c(Cl)cccc1NC(=O)NC1CCCCC1 | 8 | 1.3 | 0.3 | 4 | 0 | 2 | 1 | 0 | -4
CC/C(=N\NC(=O)c1c(C)nc2ccccn12)c1ccc(Cl)cc1 | -3 | -0.9 | 0.1 | -1 | 0 | 2 | 13 | 1 | 1
O=C(Nc1ccc2c(c1)CCC2)c1ccc(F)cc1 | -1 | -0.6 | -0.1 | 6 | -13 | -3 | -3 | -1 | -1
Clc1ccc(CN2CCSCC2)cc1Cl | 14 | 1.9 | 0.1 | 7 | 9 | -5 | -32 | -3 | -1
CC(=NCC1CCCO1)C1=C(O)CC(C)(C)CC1=O (configuration not stated) | -5 | -2.1 | 0.2 | 1 | 7 | 0 | 0 | -2 | 4
CCOC(=O)N1CCC2(CC1)C(C#N)=C(N)OC1=C2C(=O)CC(C)(C)C1 | -3 | -0.1 | 0.1 | 5 | 36 | -2 | -2 | -2 | -3
COc1ccccc1-c1cc(C(=O)N2CCN(S(=O)(=O)c3ccc(C)cc3)CC2)[nH]n1 | 10 | 5.4 | -0.3 | 5 | 9 | 1 | 2 | 2 | -1
COc1ccc(C(=O)/C=C/c2cc(OC)c(O)c(OC)c2)c(F)c1 | 1 | -0.2 | -0.2 | 0 | -1 | 2 | 20 | 1 | 6
COc1ccc(-n2nc(C)c3sc(C)nc3c2=O)cc1 | 4 | -1.9 | -0.1 | 6 | 61 | 0 | 6 | -5 | -2
O=C1CC(N(C(=O)c2ccco2)c2ccc(F)cc2)C(=O)N1c1ccc(F)cc1 (configuration not stated) | 7 | -2.2 | 0.0 | 1 | -1 | -3 | -1 | 2 | 0
CCOC(=O)CC1C(=O)NCCN1Cc1cccc(OC)c1 (configuration not stated) | 2 | -0.1 | 0.3 | -1 | -12 | 0 | -4 | 1 | 12
O=C(O/N=C1/CCCc2occc21)c1ccc(F)cc1 | 10 | -2.6 | -0.2 | 2 | -7 | -3 | -13 | -4 | -1
Cc1cccc(NC(=O)/C(=C/c2cccc([N+](=O)[O-])c2)NC(=O)c2cccs2)c1 | 8 | -0.9 | -0.1 | -2 | 0 | 2 | -2 | 18* | 2
Other structures:
SMILES | HCV core dimer | PP5 primary | Efflux pump mplx | LYPLA2 counter | JMJD2C inh | Fh CTSL1 inh | PREPL inh | PP1 inh | TPT1 inhibitor
COc1cccc(CNC(=O)CCC2CCCN(C(=O)c3cc(C4CC4)[nH]n3)C2)c1 (configuration not stated) | -5 | 4.2 | 0.2 | -2 | -14 | -3 | 5 | -7 | -1
[O-]c1n[n+](-c2ccc(Cl)cc2)cc2ccccc12 | 4 | 2.2 | -0.1 | -6 | 0 | 1 | 10 | 0 | -2
CN(C(=O)C1CCOC1)c1nnc(-c2ccncc2)s1 (configuration not stated) | -8 | -0.7 | -0.1 | 1 | 8 | -5 | 23 | 0 | -3
O=C(NCc1cc(Br)cc(Br)c1OC(=O)c1ccccc1[N+](=O)[O-])c1ccccc1 | 17 | -0.2 | 0.1 | -7 | -5 | 4 | -6 | -1 | -1
CC(C)(C)NC(=O)NC(=O)CSc1ncn[nH]1 | -4 | -2.8 | -0.1 | 2 | 15 | 0 | 4 | -2 | 1
NC(=O)c1nn(-c2cccc(Cl)c2)c(=O)cc1O | -4 | 2.7 | 0.1 | 2 | 62 | -2 | -6 | -2 | 3
O=C(O)c1nn(-c2ccccc2)nc1-c1nn(-c2ccccc2)nc1C(=O)O | -2 | 2.7 | -0.1 | 7 | 25 | 3 | 1 | 3 | -2
O=C(OCc1nc2ccccc2s1)c1cc2ccccc2oc1=O | 6 | -1.3 | 0.3 | -4 | 1 | 0 | 25 | 5 | 2
O=C(O)c1cc(Cl)c(Cl)cc1C(=O)N1CCCC1 | -9 | -0.1 | 0.0 | -3 | 4 | -2 | 3 | 0 | -1
Cc1cc(C)cc(OCc2nnc(SCC(=O)N3CCCCC3)o2)c1 | 5 | 1.8 | 0.1 | -2 | -15 | -1 | 1 | 1 | -1
COc1ccc(CNC(C)C(=O)Nc2ccc3ccccc3c2)cc1OC (configuration not stated) | -4 | 0.0 | 0.0 | 1 | -7 | -1 | 0 | 1 | 2
Cc1cc(C(=O)C(=O)NC(C)C)c(C)n1-c1ccc([N+](=O)[O-])cc1 | 0 | -1.3 | -0.1 | 5 | 104 | 8 | 8 | -1 | 1
CCSC1=C(C#N)C(CC(C)C)C2=C(CCCC2=O)N1 (configuration not stated) | 5 | 2.2 | -0.1 | -1 | -1 | 10 | 5 | 4 | -3
CCOc1ccc(CCNC(=O)CCc2c(C)nc3ncnn3c2C)cc1OCC | 0 | 0.5 | 0.0 | 17 | 29 | 2 | 2 | 2 | 2
CC(=O)Nc1ccc(NC(=O)c2cc(-c3cc(C)c(C)cc3O)n[nH]2)cc1 | -3 | -0.1 | 0.1 | -9 | 7 | -4 | 15 | -4 | 1
CCCCCC(C)NC(=O)c1ccoc1C (configuration not stated) | -8 | 3.4 | -0.1 | 2 | -8 | -1 | 19 | 0 | -1
CCCn1c(SCC(=O)O)nc2ccccc21 | -2 | 0.3 | 0.0 | -2 | -11 | 0 | -3 | 1 | 0
Clc1nc2c(-c3ccccc3)nnn2c2ccccc12 | 6 | -1.0 | 0.2 | -6 | -8 | 2 | -24 | -3 | 0
COc1ccccc1NC1=NC(c2ccc(Cl)cc2)N=C(N)N1 (configuration not stated) | 0 | 0.4 | -0.3 | 6 | 1 | 0 | 19 | 1 | -2
Cc1c(-c2ccc(F)cc2)[n+](=O)c(-c2ccc(F)cc2)c(C)n1[O-] | -6 | 2.0 | -0.1 | 3 | 5 | -3 | 12 | 0 | -4
O=C(Nc1ccc(N2CCCCC2)c(Cl)c1)c1ncn[nH]1 | 0 | 1.4 | 0.1 | 1 | -2 | 0 | -3 | -1 | -5
O=C(N=C1SC2CS(=O)(=O)CC2N1c1ccc(F)c(Cl)c1)C1CCCO1 (configuration not stated) | 4 | -0.4 | -0.1 | 12 | -5 | 4 | 8 | 0 | -1
Cc1cccc(N2CN(Cc3ccco3)CNC2=S)c1C | -2 | -0.7 | 0.1 | -3 | -1 | -2 | 4 | 0 | 4
CCOC(=O)COc1cc2c(C(=O)OCC)c(C)oc2cc1Br | -1 | 0.1 | 0.0 | 1 | -27 | 1 | -5 | 3 | -1
CCCc1[nH]n(-c2nc3ccccc3s2)c(=O)c1C=NCCCN(CC)CC | -3 | 1.3 | -0.3 | 1 | -3 | 2 | -2 | 16* | -2
CC(Oc1cccc(Cl)c1)C(=O)NC1CC(C)(C)NC(C)(C)C1 (configuration not stated) | 4 | -0.4 | 0.1 | -6 | 0 | 2 | 20 | -1 | 0
CCN(Cc1ccccc1)Cc1cc(OC)cc(OC)c1 | 2 | 1.8 | -0.1 | -1 | -4 | 0 | 0 | 4 | 2
Cn1c(-c2ccccc2)cc(=O)c2ccccc21 | 3 | -2.3 | -0.1 | 1 | -3 | 2 | 0 | -4 | 1
O=C(Cn1c(NCCO)nc2ccccc21)c1ccc(Cl)cc1Cl | -4 | 2.9 | -0.1 | 4 | -11 | 0 | 34 | 3 | 2

Only part of the results is shown (hit frequency here may not be typical).
